Compound activity deposited in PubChem BioAssay by National Center for Advancing Translational Sciences (NCATS).
HepG2 tox: HepG2 cytotoxicity, counter-screen for TGF-b inhibitors | hit rate 0.76% among 410,000 | HepG2 CAGA-GFP viability, ATP luminescence, 18 h | Potency, µM (doses to about 46.1 µM), inactives show top-dose activity change, negative = cytotoxicity, usual class: cytotoxic; further: potency means the concentration at half of the fitted maximal effect; some results filed as inactive show a strong effect at the top dose
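HepG2 CAGA-GFP cells (1000/well, DMEM with 1% FBS) received compound, then TGF-beta at 500 pg/mL final, and were incubated 18 hours at 37 degrees C. Viability was read by CellTiter-Glo luminescence. Media-only wells were set as complete cell-killing and DMSO as no toxicity.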
Nrf2 block: Nrf2 pathway inhibition. A549 ARE-Fluc reporter, luciferase luminescence, 18-24 h. Potency, µM (top dose mostly 46 µM), for the others: at the top dose activity change, negative = inhibition, usual class: inhibitors. hit rate 2.1% among 360,000. AID 504444; further: potency means the concentration at half of the fitted maximal effect; on the % scale 0 is the no-effect control and ±100 the full control effect; nearly all actives have a fitted effect of over 60% in size
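Concentration-response testing used A549 ARE_Fluc cells at 5000 cells/well. Following an 18-24 h compound incubation, viability was read by fluorescence (Ex 405/Em 525) and luciferase output by luminescence.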
TGFb inhibitor: blocks TGF-b signaling | HepG2 CAGA-GFP TGF-b/SMAD3 reporter, GFP fluorescence, 18 h; TGF-beta stimulated, 500 pg/mL final | Potency, µM (series often up to 46.1 µM), for inactives: at the highest dose activity, negative = inhibition, hits mostly inhibitors | hit rate 1.2% among 410,000; further: potency means the concentration at half of the fitted maximal effect; on the % scale 0 is the no-effect control and ±100 the full control effect; nearly all actives have a fitted effect of over 65% in size
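HEPG2 CAGA-GFP cells (1000/well, DMEM with 1% FBS) were pre-incubated 2 h at 37 degrees C, given compound by pin tool, then stimulated with TGF-beta at 500 pg/mL final for 18 h before per-cell GFP fluorescence imaging.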
ATXN2 expr inh: reduces ATXN2 reporter expression in HEK-293 cells; hit rate 0.72% among 360,000; Potency, µM (titrated, usually from 57 µM), without a hit: top-dose activity change, negative = inhibition, actives largely listed as inhibitors; HEK-293 ATXN2-luciferase reporter, luminescence, 24 h; further: potency means the concentration at half of the fitted maximal effect; on the % scale 0 is the no-effect control and ±100 the full control effect; nearly all actives have a fitted effect of over 55% in size
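ATXN2-luciferase reporter cells (luciferase flanked by upstream and downstream ATXN2 gene portions) were treated 24 h at 37 °C with compounds at up to 57 uM. SteadyGlo luminescence gave expression; GF-AFC fluorescence gave viability.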
S2 tox: reduces viability in counter-screen for ATXN expression inhibitors; S2 cells (HEK-293 line with an ATXN2-luciferase reporter) viability, CellTiter-Fluor protease fluorescence, 24 h; Potency, µM (doses to about 56.7 µM), hits mostly cytotoxic; hit rate 0.49% among 400,000; AID 651635; further: potency means the concentration at half of the fitted maximal effect; nearly all actives have a fitted effect of over 40% in size
MCF10A rerep: inducers of DNA re-replication in MCF 10A breast cells; hit rate 2.9% among 350,000; AID 624296; Potency, µM (doses to about 46.1 µM), for the others: top-dose activity, positive = re-replication, most hits filed as activators; MCF 10A DNA re-replication, Hoechst nuclear intensity, 48 h; further: potency means the concentration at half of the fitted maximal effect; % of control where 0% means no effect; nearly all actives have a fitted effect of over 50% in size
IL1B secr inh: blocks inflammasome-driven IL-1 beta release | hit rate 4.7% among 360,000 | activity change, % at 57.5 µM | AID 743279 | THP-1 LPS/ATP IL-1B secretion, AlphaLISA, 16 h; stronger effect = lower value; in the data active means activity change below about -50%; inconclusive means mostly about -30% to -49%; further: on the % scale 0 is the no-effect control and ±100 the full control effect
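Secreted IL-1B measured by AlphaLISA bead assay after 16 h compound exposure of THP-1 cells; compounds (final up to 57.5 uM) added 1 h before LPS (250 ng/mL) and ATP (1.25 mM) stimulation; lower signal means less secretion.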
A549 tox: counter-screen for Nrf2 inhibitors: cytotoxicity in A549 cells | Potency, µM (highest dose often 46 µM), inactives show at the top dose activity change, negative = cytotoxicity, most hits filed as inhibitors | A549 ARE-Fluc cells, CellTiter-Fluor viability, 18-24 h | hit rate 0.16% among 390,000; further: potency means the concentration at half of the fitted maximal effect; on the % scale 0 is the no-effect control and ±100 the full control effect
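A549 ARE-Fluc cells in 5% FBS OPTI-MEM, 5000 cells/well, rested 2 h then exposed to compounds in concentration-response for 18-24 h at 37 °C. Viability by CellTiter-Fluor fluorescence (Ex 405/Em 525) after 30 min; luciferase luminescence (BugLite, 15 min, RT) read afterwards.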
Nrf2 ARE act: activators of Nrf2 (ARE) signaling | AREc32 ARE-luciferase reporter (MCF7-derived line), luminescence, 24 h | Potency, µM (highest dose often 46.1 µM), inactives show at the top dose activation, usual class: activators | hit rate 0.31% among 410,000 | AID 624171; further: potency means the concentration at half of the fitted maximal effect; % of control where 0% means no effect; nearly all actives have a fitted effect of over 65% in size
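Steps: seed AREc32_Fluc cells (1000/well, 5% FBS OPTI-MEM); incubate overnight at 37 deg C; add 23 nL compound; incubate 24 hr; add Steady-Glo; hold 30 min RT; read luminescence.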
An asterisk follows results filed as active; i = inactive; u = inconclusive; x = not tested or not shown; & = joins results of further samples; [ ] = remark or other dose. Unless noted, the call rests on the fitted dose curve; in most records, active means well fitted curve in the direction sought with a large enough effect; inconclusive means small, poorly fitted or top-dose-only effect, or another doubt; inactive means no such curve, though single readings can be large; an effect the other way counts as inactive or inconclusive.

Values in the order: Nrf2 ARE act, TGFb inhibitor, Nrf2 block, MCF10A rerep, HepG2 tox, IL1B secr inh, S2 tox, A549 tox, ATXN2 expr inh
O=C(Nc1ccc(Cl)c(Cl)c1)C1CC(=O)N(c2ccc(Br)cc2)C1 (stereo not given)
 : -0.7%, u, 6%, -2%, -99%, -60*, i, -3%, -11%
CC1(c2nnnn2Cc2ccccc2)CCC(=O)N1CCc1ccccc1F (stereo not given)
 : 0.6%, x, x, x, x, -20, i, x, 18%
O=c1c(Cl)c(NS(=O)(=O)c2ccccc2)cnn1-c1ccccc1
 : -1.0%, -3%, 2%, 3%, 0%, 0, i, -1%, 3%
O=C1C2C(c3ccccc3)=NN(c3ccccc3)C2C(=O)N1c1ccccc1 (stereo not given)
 : -0.2%, 12%, 1%, u, 7%, 1, i, 0%, 1%
O=C(c1ccc(Cl)s1)N1CCCC1
 : 0.1%, -24%, -4%, -7%, 1%, 10, i, -7%, 4%
Nc1nc(CN2CCN(Cc3ccccc3)CC2)nc(Nc2ccc3c(c2)OCCO3)n1
 : 2.6%, 13%, u, -2%, -52%, 12, i, 4%, 34%[activator]
CCOC(=O)C1=C(C)c2ccccc2OC1(CC)C(=O)OCC (stereo not given)
 : 2.9%, -17%, 21%, -10%, -25%, 6, i, -2%, 6%
COc1ccc(Nc2nnc(SCC(=O)Nc3cc(C)on3)s2)cc1
 : 0.2%, -23%, 11%, -1%, 21%, 18, i, 1%, -3%
O=C(CCNC(=O)c1ccco1)Nc1cccc(C(F)(F)F)c1
 : 0.9%, -1%, -3%, -29%, -9%, -4, i, 3%, -2%
O=C(CCNC(=O)N1CC(=O)Nc2ccccc21)NCc1ccccc1Cl
 : 0.0%, -5%, x, x, 4%, -8, i, x, x

Rewritten with each value named: 2 of the compounds above
CCOC(=O)C1=C(C)c2ccccc2OC1(CC)C(=O)OCC (stereo not given)
  Nrf2 ARE act = 2.9% | TGFb inhibitor = -17% | Nrf2 block = 21% | MCF10A rerep = -10% | HepG2 tox = -25% | IL1B secr inh = 6 | S2 tox = i | A549 tox = -2% | ATXN2 expr inh = 6%
COc1ccc(Nc2nnc(SCC(=O)Nc3cc(C)on3)s2)cc1
  Nrf2 ARE act = 0.2% | TGFb inhibitor = -23% | Nrf2 block = 11% | MCF10A rerep = -1% | HepG2 tox = 21% | IL1B secr inh = 18 | S2 tox = i | A549 tox = 1% | ATXN2 expr inh = -3%

Next compounds
Values in the order: Nrf2 ARE act, TGFb inhibitor, Nrf2 block, MCF10A rerep, HepG2 tox, IL1B secr inh, S2 tox, A549 tox, ATXN2 expr inh
CC(=O)OCC(OC(C)=O)C(OC(C)=O)C(OC(C)=O)C(=O)Nc1ccccc1C (stereo not given)
 : -0.9%, 9%, 3%, 165%[0.0737 µM], -6%, -12, i, 5%, 0%
O=C(COc1ccc(Cl)cc1)N1CCN(c2ccc([N+](=O)[O-])c(N3CCCCC3)c2)CC1
 : 0.5%, -13%, u, -1%, -14%, -21, i, -10%, -22%
Cc1ccc(NC(=O)COC(=O)CN2C(=O)NC(C)(C)C2=O)cc1S(=O)(=O)N1CCOCC1
 : -0.7%, 15%, 13%, -1%, -16%, 1, i, 6%, -13%
COc1ccc(C)cc1S(=O)(=O)N(C)CC(=O)NC1CCCCCC1
 : -0.5%, 14%, u, 5%, -11%, 1, i, -10%, 14%
COc1cc(NC(=O)c2cc(-c3ccc(C)cc3)on2)cc(OC)c1OC
 : -1.0%, 18%, -16%, -5%, 2%, 75, i, 2%, -35%
COc1ccc(NC(=O)CN2CCOCC2)cc1
 : 0.1%, -1%, 27%, -1%, -5%, 18, i, -6%, 16%
COc1cc(OC)cc(C(=O)NCCCNC(=O)c2ccccn2)c1
 : -0.3%, 0%, -15%, -1%, -51%, 14, i, -3%, 0%
O=C(CCCCC(=O)Nc1c(I)cc(I)c(C(=O)O)c1I)Nc1c(I)cc(I)c(C(=O)O)c1I
 : 0.2%, 3%, -3%, 0%, 1%, 27, i, -1%, -2%&0%
COC(=O)c1ccc(=O)n(CC(=O)c2ccc(Cl)cc2)c1
 : 0.4%, 12%, -4%, -1%, 3%, -2, i, -12%, 4%
COc1ccc(-n2c(Cc3cccn3C)nnc2SCC(=O)Nc2cc(C)cc(C)c2)cc1
 : 3.7%, 3%, 1%, 22%, -3%, -25, i, -4%, 1%
Cc1cc2cc(CN(Cc3ccc4c(c3)OCO4)Cc3nnnn3C3CCCC3)c(=O)[nH]c2cc1C
 : -0.5%, 1%, u, -3%, -4%, -6, u, 1%, 3%
O=C(CSc1nnc(Cc2ccccc2)n1C1CCCCC1)N1CCOCC1
 : -0.2%, 2%, 21%, 1%, 6%, 4, i, -3%, -7%
COc1cc(/C=N/NC(=O)c2nc(C)cc(C)n2)ccc1O
 : 0.4%, -9%, 16%, -4%, -6%, -1, i, -9%, 2%
CCCc1c(C)nc2ccc(OC)cc2c1SCCC(=O)O
 : 2.9%, 4%, 12%, 21%, -2%, 31, i, -5%, 6%
CCOc1ccc(CCNC(=O)CN2C(=O)COc3ccc(S(=O)(=O)N4CCCC4)cc32)cc1
 : 2.9%, u, -22%, x, -2%, x, i, -3%, 6%
O=C(C1CCC1)N1CCC(O)(c2cccc(F)c2)CC1
 : -0.1%, 10%, -17%, -3%, -12%, -4, i, -1%, x
CSc1n[nH]c(NCc2cccs2)n1
 : 0.0%, -4%, x, -2%, 3%, -2, i, -1%, 4%
COc1cc(NC(=O)CCCNC(=O)Cn2cnc3sc4c(c3c2=O)CCCC4)cc(OC)c1OC
 : 0.5%, 2%, 5%, -1%, -10%, -5, i, 3%, -14%
Nc1c(C(=O)O)sc2nc(-c3ccc(F)cc3)cc(-c3ccccc3)c12
 : 0.1%, -8%, 8%, 17%, -5%, 28, i, 12%, x
CC1(C)OC(C)(C)/C(=C/Nc2ccccc2)C1=O
 : 3.1%, 13%, -3%, 1%, 19%, -1, i, -10%, -7%
CCN(CC)c1ccc(C=Nc2ccc(N(C)C)cc2)c(O)c1
 : 0.1%, -21%, u, u, -35%, -21, i, -17%, 41%[activator]
Cc1cccc(-c2ncc(CN3CCC(CO)(CCCc4ccccc4)CC3)cn2)c1
 : 5.3%, u, -35%, 18µM*, -99%, -19, i, -10%, x
CC(=O)c1ccc(N2CCN(C(=O)c3ccco3)CC2)c(F)c1
 : 2.9%, 21%, u, 0%, 5%, -7, i, -3%, 0%
COc1ccc(N(CC(=O)NCc2ccc3c(c2)OCO3)S(=O)(=O)c2ccccc2[N+](=O)[O-])c(OC)c1
 : 4.5%, -16%, -7%, u, -12%, -16, i, -10%, 2%
NC(=O)CCn1nc(-c2ccc(Cl)cc2)c2ccccc2c1=O
 : 3.1%, 15%, -4%, -4%, -74%, -15, i, -4%, 9%
COc1ccc(N(C)S(=O)(=O)c2cccc3nsnc23)cc1
 : 0.2%, 2%, -6%, 23%, -1%, -2, i, 0%, 2%
O=C(N/N=C/c1cccnc1)c1ccc2c(c1)OCO2
 : 2.0%, 5%, -28%, 3%, -2%, 42, i, 0%, 7%
Cc1cc(C)n(-c2ccc(C(=O)Nc3sccc3C(N)=O)cc2)n1
 : -0.6%, 0%, u, u, -14%, -28, i, -7%, 71%[activator]
Cc1cc(NCCCO)n2nc(-c3cccs3)cc2n1
 : 3.0%, -11%, 5%, 3%, -36%, x, i, 0%, -19%[11.3 µM]
COc1ccc(/C=C(/NC(=O)c2ccco2)C(=O)N2CCCC2=O)cc1
 : 9.7%, 4%, -1%, 0%, -2%, -15, i, 2%, 2%
COC(=O)c1ccccc1NC1=C/C(=N\S(=O)(=O)c2ccc(C(=O)O)cc2)c2ccccc2C1=O
 : -0.9%, 8.9µM*, 7%, u, 16µM*, -90*, 18µM*, -20%, u
COc1ccc(NC(=O)c2ccc(F)c(F)c2)c2ccccc12
 : 0.6%, -9%, -20%, -2%, 1%, 14, u, 2%, 4%
CCOc1cccc2sc(NC(=O)c3ccc(Br)s3)nc12
 : 5.0%, -2%, -26%, u, -41%, -10, i, 1%, -8%
Cc1nn(CC(=O)N2CCOCC2)c(=O)c2c1sc1ccccc12
 : -0.5%, 10%, 10%, -6%, 6%, 13, i, -3%, 6%
COC(=O)[C@H](Cc1ccc(O)cc1)NC(=O)Cn1cnc2c(NCc3ccccc3)ncnc21
 : -0.7%, -1%, -8%, 0%, 1%, 48, i, -3%, 0%
Cc1ccc(-c2n[nH]c(=O)c3ccccc23)cc1N
 : 1.9%, -16%, u, -2%, -5%, 21, i, -10%, 1%
Nn1c(SCc2cccc(Br)c2)nnc1-c1ccncc1
 : 2.4%, -1%, 15%, -3%, -4%, -8, i, 3%, -4%
CN(Cc1cccc(F)c1)C(=O)c1cc(S(=O)(=O)N2CCOCC2)ccc1N1CCCC1
 : -0.7%, 0%, 3%, 14%, -4%, -3, i, -6%, -1%
O=C(Nc1ccccc1O)c1ccc(C(=O)c2ccccc2)o1
 : 13µM*, -24%, 16%, 10%, -15%, 5, i, 0%, 7%
Cc1cc(C=O)c(C)n1-c1cc(C(F)(F)F)ccc1N1CCOCC1
 : -0.3%, 10%, -21%, 3%, -32%, 0, i, 1%, -11%
COc1cc(C(=O)OC(C)C(=O)Nc2ccc3c(c2)OCO3)ccc1OCc1c(C)noc1C (stereo not given)
 : 0.6%, 2%, -22%, -8%, -6%, -16, i, -3%, 4%
Cc1ccc(CNC(=O)Cn2nc(N3CCN(c4ccccc4)CC3)ccc2=O)cc1
 : 1.8%, -19%, u, x, -19%, x, i, -3%, -9%
N#CC(c1nc2ccccc2nc1OCCO)S(=O)(=O)c1ccccc1 (stereo not given)
 : -0.8%, -1%, u, 7%, -12%, 0, i, u, -19%
